CHRM4 antagonist: blocks acetylcholine activation of human M4 receptor; 0.73% of 360,000 active; inhibition, % at 3 µM; CHO-hM4 cells, ACh EC80, Fluo-8 calcium fluorescence; AID 624125; P08173;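 active = inhibition above its plate's cutoff, the mean inhibition of sample wells plus 3 SD, cut at about 27% in these data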;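 also: 0% = acetylcholine EC80 with DMSO and 100% = DMSO without agonist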
Target sequence (P08173 whole entry, looked up): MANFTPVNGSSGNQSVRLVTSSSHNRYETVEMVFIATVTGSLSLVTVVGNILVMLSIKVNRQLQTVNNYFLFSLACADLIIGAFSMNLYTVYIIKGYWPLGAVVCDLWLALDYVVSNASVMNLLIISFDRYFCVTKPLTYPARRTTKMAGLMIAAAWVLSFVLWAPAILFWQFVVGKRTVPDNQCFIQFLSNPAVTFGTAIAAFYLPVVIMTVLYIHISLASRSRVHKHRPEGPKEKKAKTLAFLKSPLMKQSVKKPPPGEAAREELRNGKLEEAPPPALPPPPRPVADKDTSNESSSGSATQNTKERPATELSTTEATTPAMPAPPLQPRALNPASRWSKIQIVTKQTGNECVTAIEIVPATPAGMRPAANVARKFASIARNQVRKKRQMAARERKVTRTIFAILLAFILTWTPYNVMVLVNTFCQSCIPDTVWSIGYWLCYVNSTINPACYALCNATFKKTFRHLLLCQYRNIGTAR
M5 antag: CHRM5 antagonism in calcium assay; P08912; CHO-hM5 cells, Fluo-8 calcium fluorescence, ACh EC80; inhibition, % at 3 µM; 0.59% of 360,000 active; AID 624040;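 active = inhibition above a per-plate cutoff, the mean of that plate's test compounds plus 3 SD, cut at about 27% in these data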;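 also: 0% = acetylcholine EC80 with DMSO and 100% = DMSO without agonist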
Target sequence (P08912 whole entry, looked up): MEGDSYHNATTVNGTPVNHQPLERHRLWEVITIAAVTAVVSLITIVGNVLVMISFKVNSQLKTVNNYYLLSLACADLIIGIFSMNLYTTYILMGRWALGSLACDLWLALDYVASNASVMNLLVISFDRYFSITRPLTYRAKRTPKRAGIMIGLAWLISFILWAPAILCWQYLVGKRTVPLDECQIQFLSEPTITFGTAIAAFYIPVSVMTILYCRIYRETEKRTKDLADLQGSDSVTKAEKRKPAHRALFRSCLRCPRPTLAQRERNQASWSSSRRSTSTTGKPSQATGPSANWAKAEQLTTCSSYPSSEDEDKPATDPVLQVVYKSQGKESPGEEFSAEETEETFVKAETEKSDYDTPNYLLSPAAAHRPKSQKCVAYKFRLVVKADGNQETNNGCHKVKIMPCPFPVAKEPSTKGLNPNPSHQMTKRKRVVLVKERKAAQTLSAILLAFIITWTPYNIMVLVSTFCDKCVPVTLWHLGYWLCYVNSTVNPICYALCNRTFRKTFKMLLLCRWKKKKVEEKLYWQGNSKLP
M4 ag: CHRM4 agonism in calcium assay; P08173; CHO-K1 hM4/Gqi5, Fluo-8 calcium fluorescence; vehicle 0%, full acetylcholine response 100%; activation, % at 3 µM; 0.14% of 360,000 active;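 active = activation above the run mean over all test wells plus 3 SD, cut at about 32% in these data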;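 also: peak over basal fluorescence ratio per well then scaled between controls; 0% = DMSO wells and 100% = acetylcholine at EC100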
CRFR2-BP antag: antagonists of CRF-binding protein/CRF-R2 receptor complex; HEK293 CRF-R2/CRF-BP, CRF-induced calcium fluorescence; inhibition, % at 11.8 µM; 0.59% of 350,000 active; AID 588475;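 active = inhibition of the ligand-induced calcium signal above about 50% at the single tested concentration, limit read from the data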
IDE cell inh: cellular human IDE inhibition | HEK cells, FAbetaB cleavage, fluorescence polarization | P14735 | inhibition, % at 5.59 µM | 0.41% of 320,000 active | AID 434962;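 active = percent inhibition above the average of all tested compounds plus 3 SD, set per screening campaign, cut at about 16% in these data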;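 also: IDE supplied by intact live HEK cells; FP after avidin binding of uncleaved biotin substrate so inhibition keeps polarization high; 0% = DMSO wells and 100% = 60 µM reference IDE inhibitor Ii1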
M5 ag: CHRM5 agonism in calcium assay; P08912; CHO-K1 hM5 cells, Fluo-8 calcium fluorescence; 0% DMSO wells, 100% maximal acetylcholine response; activation, % at 3 µM; 0.19% of 360,000 active; AID 624037;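 active = activation above the run's mean over test compounds plus 3 SD, cut at about 23% in these data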;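 also: signal is peak over basal fluorescence ratio across the kinetic read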
CHRM4 PAM: potentiates acetylcholine response at human M4 receptor | 0.4% of 360,000 active | activation, % at 3 µM | CHO-K1 hM4/Gqi5, Fluo-8 calcium fluorescence, ACh EC20; 0% = ACh EC20, 100% = maximal ACh | AID 624126 | P08173;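 active = activation above its plate's cutoff, the mean activation of sample wells plus 3 SD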; also: some results filed as inactive read as strong as hits
CHRM5 PAM: potentiates acetylcholine response at human M5 receptor | CHO-K1 hM5, Fluo-8 calcium, ACh EC20 PAM; 0% = ACh EC20, 100% = ACh EC100 | activation, % at 3 µM | 0.3% of 360,000 active;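 active = activation above the run cutoff, the mean activation of all test compounds plus 3 SD, cut at about 18% in these data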
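Replicates: One well per compound, no replicates | System: Human M5 receptor in CHO-K1 cells | Benchmarks: Low control EC20 acetylcholine (0%), high control EC100 acetylcholine (100%) | Probe or stimulus: Acetylcholine, EC20 level | Times: Fluo-8 loading 80 min at 37 °C plus 30 min room temperature | Signal: Intracellular calcium via Fluo-8 fluorescence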
CRFR2-BP ag: agonists of human CRF-binding protein/CRF-R2 receptor complex | HEK293 CRF-R2/CRF-BP, calcium dye fluorescence (FLIPR); percent of saturating CRF peptide response | activation, % at 13.2 µM | 0.46% of 350,000 active;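 active = activation of at least 50%, plus an integration ratio under a set limit after plate pattern correction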;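 also: plate controls were neutral control wells without compound for no effect and CRF at EC100 for full effect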
* marks the source's active call; other numbers are inactive results; nt = not tested or not shown. This is a random part of the collection (roughly 2.9% active in at least one column).

SMILES	CHRM4 antagonist	M5 antag	M4 ag	CRFR2-BP antag	IDE cell inh	M5 ag	CHRM4 PAM	CHRM5 PAM	CRFR2-BP ag
Cc1ccc(NC(=O)Cn2nnc(C(=O)Nc3ccc(C)c(C)c3)c2N)cc1	-1	4	0	5	-2	-3	2	-3	1.6
COc1ccc(C(=O)COC(=O)c2ccc(N(C)C)cc2)cc1	-8	-6	1	2	-3	-2	4	14	-2.4
Cc1cccc(-c2nc(C#N)c(N3CCCCCC3)o2)c1	-14	7	1	-9	-2	-3	0	-12	0.3
COC(=O)c1cccc(-n2c(=O)n(Cc3ccccc3)c(=O)c3[nH]cnc32)c1C	-25	2	1	-3	0	-2	5	7	-0.2
CN(C)C(CNC(=O)c1cc(S(=O)(=O)N(C)c2ccccc2)ccc1Cl)c1ccccc1 (configuration not stated)	7	12	4	-9	0	-5	-5	1	-1.6
CCCC(=O)N1CCC1(C)C(=O)NS(=O)(=O)c1ccc(Cl)cc1 (configuration not stated)	-4	3	0	nt	nt	0	3	0	nt
COc1cc2c(cc1OC)C1=NC(=O)CN1C(SCc1ccccc1)=N2	-10	2	3	-14	-3	-7	3	-1	1.3
CCc1ccc(/C=C2/C(=O)NC(=O)N2C(C)=O)cc1	-14	-2	0	-15	-1	-6	0	6	-1.7
CN(C)CCCNc1ncnc2oc(-c3ccccc3)c(-c3ccccc3)c12	-4	12	2	1	0	-8	-6	-12	0.2
CCCNC(=O)N1C[C@H](O)COC[C@@H]2O[C@@H](CC(=O)NCCCN3CCOCC3)CC[C@H]21	7	5	0	nt	nt	0	-3	-2	nt
Cc1cnc(C(=O)OCC(=O)N(C)CC(=O)Nc2ccccc2Cl)cn1	5	1	0	-6	1	-1	2	-1	2.1
Cn1c(SCc2ccc([N+](=O)[O-])cc2)nnc1-c1ccncc1	8	13	2	10	1	-3	-3	-3	-1.3
CCCCNC(=O)C1(C)CCC(=O)N1C1CC1 (configuration not stated)	-9	-7	0	nt	nt	3	3	1	nt
CC(=O)C1=C(O)C(=O)N(c2ccc(O)cc2)C1c1ccccc1Cl (configuration not stated)	-7	-4	0	2	-4	-5	4	10	3.5
COc1cc(OC)nc(N/N=C(\c2ccccc2)c2ccncc2)n1	1	-2	1	22	-3	-4	-7	-2	-1.2
CCOC(=O)c1ccc(NC(=O)NC2CCN(CC(=O)NCc3ccc4c(c3)OCO4)CC2)cc1	8	-2	1	1	-2	1	-4	1	-0.4
CCCCN(C(=O)c1cc(-c2ccco2)nc2ccccc12)c1c(N)n(CCC)c(=O)[nH]c1=O	-25	2	2	-10	-1	-1	17	2	-0.9
O=C(Nc1ccc(F)c(Cl)c1)c1nsc(Cl)c1Cl	0	18	2	-5	-1	-13	-14	-13	-0.3
O=C(O)CCC(=O)N1CCN(S(=O)(=O)c2ccc3ccccc3c2)CC1	-1	-5	0	-9	-5	-4	8	5	1.1
CCN(CC(=O)NC(C)C)C(=O)c1ccc(S(=O)(=O)N(C)c2ccccc2OC)cc1	1	0	4	16	3	-5	3	-1	-0.2
CN(CCOc1ccccc1)CC(O)COc1ccccc1 (configuration not stated)	6	5	1	-4	1	-6	-4	3	-0.9
COc1ccc(/C=C2/SC(=S)N(NS(=O)(=O)c3ccccc3)C2=O)cc1	-11	-8	2	46	-3	-5	0	4	-0.2
Cc1cc(C)nc(N2CCCC(C(=O)NCc3ccccc3)C2)n1 (configuration not stated)	6	8	1	18	7	-4	9	-5	-1.4
CCN1CCCC1CNC(=O)c1cc2c(OC)c(OC)c(OC)cc2[nH]1 (configuration not stated)	6	5	0	10	2	-5	-3	-6	-0.9
Cc1ccc2nsnc2c1NC(=O)c1sc2ccccc2c1Cl	-7	-2	1	17	1	-3	2	0	16
Next entries.
SMILES	CHRM4 antagonist	M5 antag	M4 ag	CRFR2-BP antag	IDE cell inh	M5 ag	CHRM4 PAM	CHRM5 PAM	CRFR2-BP ag
CCn1c(C)nc2cc(C(=O)N/N=C(\C)c3ccc(N4CCOCC4)cc3)ccc21	5	-5	2	13	9	1	4	-5	0.8
Cn1c(-c2ccc(Cl)nc2)nc2cc(Cl)ccc21	4	-2	0	-6	7	-7	0	0	-1.5
COC(=O)c1ccc(C)c(NC(=O)CCSc2ccc(Cl)cc2)c1	-10	-7	6	10	5	-3	-5	2	1.7
CC(=O)Nc1cccc(NC(=O)CSc2nccn2Cc2ccco2)c1	-3	-4	6	0	2	0	-5	-7	0.0
COc1ccc(C(=O)NNC(=O)c2ccccn2)cc1	6	-4	1	-1	-3	0	-1	2	-0.9
O=C(CNC(=O)[C@@H]1Cc2ccccc2CN1)Nc1ccc2c(c1)OCCO2	2	17	0	-11	-1	-3	0	-3	-1.8
Cc1cccc(C)c1-n1nnnc1C(c1ccnc2ccccc12)N(CCC#N)Cc1ccccc1 (configuration not stated)	10	4	-2	nt	nt	-2	-9	-5	nt
COc1ccc(N2C(=O)CCC(C(=O)Nc3ccccn3)C2c2ccc(OC)c(OC)c2)cc1 (configuration not stated)	7	0	1	13	4	-2	1	-1	-0.2
CCOc1ccc(S(=O)(=O)N2CCCC(C(=O)NCc3cccnc3)C2)cc1 (configuration not stated)	-2	-1	2	4	1	-4	1	-3	-3.1
CCO[C@H]1OC(C(=O)N2CCN(C)CC2)=C[C@@H](C2CC2)[C@@H]1CCCO	2	10	0	-8	1	4	15	-5	0.1
CS(=O)(=O)N(Cc1nc(-c2ccc(F)cc2)no1)c1ccccc1Cl	6	12	2	7	-4	-6	5	-6	1.0
CC(C)(C)N(Cc1ccccc1)C(=O)COC(=O)CNC(=O)c1ccco1	-5	8	1	-12	-4	2	8	-6	0.6
CCOc1cccc(NC(=O)/C(C#N)=C\c2cn(CC(=O)O)c3ccccc23)c1	-9	-7	-1	2	8	2	3	-4	0.5
O=C(Cc1c(C(=O)O)[nH]c2ccccc12)NCCN1CCN(c2ccccc2F)CC1	6	0	1	15	-1	1	1	1	-1.6
CCc1cc(S(=O)(=O)N2CCN(C(=O)c3ccco3)CC2)ccc1OC	-16	-4	3	5	3	2	5	-1	-2.0
Cc1ccc(S(=O)(=O)N(C)CC(=O)OCC(=O)c2c(N)n(C)c(=O)n(C)c2=O)cc1	-16	-3	5	-7	0	0	2	4	-0.2
Cn1cnc([N+](=O)[O-])c1Sc1ncn[nH]1	-8	-7	0	5	-6	-3	1	1	-1.2
CCC[C@H]1CN(c2ccc(OC)cc2)C(=O)[C@@H]1CC(=O)NC	-18	5	1	-1	nt	0	5	-2	-0.3
CC(C)C(NC(=O)c1ccccc1)C(=O)OCn1nnc2ccccc2c1=O (configuration not stated)	-4	-5	10	1	-1	3	3	2	1.5
O=C(NCc1ccccc1Cl)NC(=O)c1ccccc1	-4	4	0	-19	2	0	6	-1	0.3
Cc1ccc(/C=N/NC(=O)c2ccoc2C)s1	12	13	0	14	2	0	-6	-7	1.1
CCOCCCNC(=S)NCCc1ccccc1	1	1	0	25	1	0	0	-2	-4.6
COCCN1C(=O)c2ccccc2C(C(=O)NCCN(C)C)C1c1ccc(F)cc1 (configuration not stated)	-5	-3	1	-15	-3	-2	0	2	2.6
NC(=O)C1CCN(C(=O)c2cnn(-c3ccccc3)c2NC(=O)c2ccco2)CC1	-1	-10	1	-30	4	-1	-1	-7	0.5
COc1ccc(CN2C(=O)c3cccnc3C2=O)cc1S(=O)(=O)NCc1ccccc1	-12	9	3	-12	0	-4	-4	-4	-0.6
Later entries.
SMILES	CHRM4 antagonist	M5 antag	M4 ag	CRFR2-BP antag	IDE cell inh	M5 ag	CHRM4 PAM	CHRM5 PAM	CRFR2-BP ag
Cc1ccc(C(=O)COC(=O)C(C)N2C(=O)C3C4CCC(C4)C3C2=O)cc1C (configuration not stated)	-2	3	12	-11	-3	0	-7	-9	0.9
CC1(C(=O)Nc2cccc3cccnc23)CCN1C(=O)Cc1ccc(Cl)cc1Cl (configuration not stated)	-17	-4	5	nt	nt	-2	-6	-3	nt
Cc1cc([N+](=O)[O-])nn1CC(=O)N/N=C/c1ccc(O)cc1O	26	8	0	-3	-7	-1	6	-9	3.1
CCOC(=O)C(=O)Nc1nc(-c2ccc3c(c2)CCN3C(=O)C2CC2)c(C)s1	-16	5	-2	15	6	1	4	2	-3.6
CCOC(=O)CSc1nc(N2CCOCC2)c2c(c1C#N)CC(C(C)C)OC2 (configuration not stated)	-2	3	1	5	-5	-2	0	-1	-0.5
CCS(=O)(=O)N1CCN(c2ccccn2)CC1	-3	2	0	6	0	1	21	1	0.2
O=S(=O)(c1cc(Cl)ccc1Cl)N1CCN(c2ccccn2)CC1	-2	5	3	1	2	-7	-2	-6	0.5
Cc1csc(NC(=O)C2CCCN(S(=O)(=O)c3ccc4c(c3)oc(=O)n4C)C2)n1 (configuration not stated)	20	-3	6	2	2	1	-2	-13	-0.3
CN1CCN(c2nc3c(c(=O)n(C)c(=O)n3C)n2Cc2ccccc2F)CC1	8	4	0	3	1	-16	-1	-5	-1.5

Structures above that contain an aryl methoxy group:
SMILES	CHRM4 antagonist	M5 antag	M4 ag	CRFR2-BP antag	IDE cell inh	M5 ag	CHRM4 PAM	CHRM5 PAM	CRFR2-BP ag
COc1ccc(C(=O)COC(=O)c2ccc(N(C)C)cc2)cc1	-8	-6	1	2	-3	-2	4	14	-2.4
COc1cc2c(cc1OC)C1=NC(=O)CN1C(SCc1ccccc1)=N2	-10	2	3	-14	-3	-7	3	-1	1.3
COc1cc(OC)nc(N/N=C(\c2ccccc2)c2ccncc2)n1	1	-2	1	22	-3	-4	-7	-2	-1.2
CCN(CC(=O)NC(C)C)C(=O)c1ccc(S(=O)(=O)N(C)c2ccccc2OC)cc1	1	0	4	16	3	-5	3	-1	-0.2
COc1ccc(/C=C2/SC(=S)N(NS(=O)(=O)c3ccccc3)C2=O)cc1	-11	-8	2	46	-3	-5	0	4	-0.2
CCN1CCCC1CNC(=O)c1cc2c(OC)c(OC)c(OC)cc2[nH]1 (configuration not stated)	6	5	0	10	2	-5	-3	-6	-0.9
COc1ccc(C(=O)NNC(=O)c2ccccn2)cc1	6	-4	1	-1	-3	0	-1	2	-0.9
COc1ccc(N2C(=O)CCC(C(=O)Nc3ccccn3)C2c2ccc(OC)c(OC)c2)cc1 (configuration not stated)	7	0	1	13	4	-2	1	-1	-0.2
CCc1cc(S(=O)(=O)N2CCN(C(=O)c3ccco3)CC2)ccc1OC	-16	-4	3	5	3	2	5	-1	-2.0
CCC[C@H]1CN(c2ccc(OC)cc2)C(=O)[C@@H]1CC(=O)NC	-18	5	1	-1	nt	0	5	-2	-0.3
COc1ccc(CN2C(=O)c3cccnc3C2=O)cc1S(=O)(=O)NCc1ccccc1	-12	9	3	-12	0	-4	-4	-4	-0.6

Assay outcomes: PubChem, several laboratories
